# Compound activity from PubChem BioAssay.
# GDH-TPI inh – inhibits GDH-TPI coupling enzymes, artifact for Mtb FBA screen; GDH-TPI coupled enzyme counterscreen, NADH absorbance; inhibition, % at 4.8 µM; 1.2% of 360,000 active;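 further: 0% = DMSO wells and 100% = wells lacking the enzyme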
# DUSP3 inh – blocks human VHR1 dual specificity phosphatase; recombinant VHR phosphatase, pNPP absorbance; inhibition, % at 13.3 µM; 0.52% of 290,000 active; AID 1654; in the data active means inhibition above about 50%; further: some compounds called inactive have numbers as strong as hits
# Target sequence (P51452 whole entry, looked up): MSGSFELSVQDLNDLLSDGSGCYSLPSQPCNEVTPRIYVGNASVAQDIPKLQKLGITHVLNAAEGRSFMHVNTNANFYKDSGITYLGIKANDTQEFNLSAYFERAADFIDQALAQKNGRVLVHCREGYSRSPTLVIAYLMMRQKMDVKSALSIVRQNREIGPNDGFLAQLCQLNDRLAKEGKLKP
# BoNT-F LC inh – inhibitors of Botulinum neurotoxin F light chain protease. 0.22% of 360,000 active. Multiplex microsphere protease cleavage assay, flow cytometry. AID 588497. inhibition, % at 10 µM; in the data active means inhibition above about 35%, passing the limit was not always enough; inconclusive means no clear call, values can overlap the other calls; further: plate controls were buffer without enzyme for full effect and enzyme alone for no effect
# Mtb BioA inh – BioA (M. tuberculosis) enzyme inhibition | AID 602481 | purified M. tuberculosis BioA enzyme, plate reader | inhibition, % at 9.99 µM | 0.096% of 360,000 active; in the data active means inhibition above about 40%; inconclusive means no clear call, values can overlap the other calls
# FBA Mtb inh – inhibits M. tuberculosis FBA enzyme. inhibition, % at 1 µM. 2.3% of 360,000 active. purified M. tuberculosis FBA, fluorescence read-out; in the data active means inhibition above about 27%;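 further: 0% = vehicle and 100% = reference inhibitor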
# Target sequence (P9WQA3 whole entry, looked up): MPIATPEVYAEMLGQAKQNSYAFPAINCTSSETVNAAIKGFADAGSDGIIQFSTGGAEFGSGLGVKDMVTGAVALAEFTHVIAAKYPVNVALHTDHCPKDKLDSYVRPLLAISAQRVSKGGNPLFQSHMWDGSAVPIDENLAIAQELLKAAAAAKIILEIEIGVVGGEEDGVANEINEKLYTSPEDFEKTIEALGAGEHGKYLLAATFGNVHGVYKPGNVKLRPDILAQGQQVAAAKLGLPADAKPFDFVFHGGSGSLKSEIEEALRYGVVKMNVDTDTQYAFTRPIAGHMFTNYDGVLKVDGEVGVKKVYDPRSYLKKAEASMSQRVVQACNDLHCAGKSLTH
# Mtb UGM inh – inhibitors of M. tuberculosis UDP-galactopyranose mutase; inhibition, % at 10 µM; P9WIQ1; purified UGM, fluorescence polarization probe displacement; 0.06% of 320,000 active; in the data active means inhibition above about 10%, passing the limit was not always enough; inconclusive means no clear call, values can overlap the other calls
# Target sequence (P9WIQ1 whole entry, looked up): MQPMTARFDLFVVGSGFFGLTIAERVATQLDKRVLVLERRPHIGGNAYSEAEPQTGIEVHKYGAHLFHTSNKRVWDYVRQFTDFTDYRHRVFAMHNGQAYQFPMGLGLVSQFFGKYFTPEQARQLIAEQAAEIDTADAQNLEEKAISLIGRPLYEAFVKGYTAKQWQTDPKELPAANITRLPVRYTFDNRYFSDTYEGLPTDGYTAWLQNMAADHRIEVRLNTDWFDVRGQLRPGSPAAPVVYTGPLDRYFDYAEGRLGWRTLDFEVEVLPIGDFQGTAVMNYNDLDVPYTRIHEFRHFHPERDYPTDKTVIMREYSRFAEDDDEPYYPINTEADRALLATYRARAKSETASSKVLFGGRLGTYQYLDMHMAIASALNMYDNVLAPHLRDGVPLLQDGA
# Rv3671c protease – inhibits the M. tuberculosis serine protease Rv3671c | P9WHR9 | inhibition, % at 5.96 µM | 0.048% of 320,000 active | AID 2606; in the data active means inhibition above about 38%;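 further: extracellular domain of Rv3671c used as enzyme; 0% = enzyme with DMSO and 100% = no enzyme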
# FadD28 binding – inhibitors of Mycobacterium tuberculosis FadD28 bisubstrate binding; AID 588549; inhibition, % at 12.5 µM; FadD28 bisubstrate probe binding, fluorescence polarization; 0.22% of 360,000 active; in the data active means inhibition above about 8.5%, passing the limit was not always enough; inconclusive means no clear call, values can overlap the other calls
# CCHFV vOTU inh – CCHFV vOTU protease inhibition | Pep-AMC fluorescence | inhibition, % at 11.5 µM | 0.55% of 370,000 active; further: 0% = vehicle wells with enzyme and 100% = no enzyme wells
# MazF activator – increases E. coli MazEF RNase cleavage of RNA; 0.32% of 350,000 active; activation, % at 20 µM; AID 504720; FAM/BHQ RNA-DNA oligo cleavage fluorescence, 5 h; in the data active means activation above about 50%
# An asterisk follows results filed as active; i = inactive; ? = inconclusive; nt = no result given; & = joins results of further samples. Unless noted, no stated cut-off is given here; in the data, active means inhibition above about 30%; inactive means the rest.
SMILES,GDH-TPI inh,DUSP3 inh,BoNT-F LC inh,Mtb BioA inh,FBA Mtb inh,Mtb UGM inh,Rv3671c protease,FadD28 binding,CCHFV vOTU inh,MazF activator
COc1ccc(-n2c(SCC(=O)NCC3CCCO3)nc3c(c2=O)SCC3)cc1OC (stereo not given),7,20,7,9.0,-1,0.5,-2,-2.3,2,10
Clc1cccc(Cl)c1COc1ccccn1,4,46,i,-0.4,1,-0.3,-5,0.7,-8,-3
O=C(CN1CCc2ccccc21)NC(c1ccccc1)c1ccccc1,5,30,-21,0.3,2,1.1,-10,-0.7,9,1
Cc1ccccc1NC(=S)NC(=O)c1cc(-c2ccccc2)nc2ccccc12,20,17,nt,-1.4,3,0.4,-31,-0.7,10,4
CCCNC(=O)C1(C)CCN(C(=O)c2ccc3ccccc3c2)C1 (stereo not given),6,nt,-2,0.9,0,nt,nt,-0.5,-11,nt
CCN(CC(=O)Nc1ccc2c(c1)OCCO2)C(=O)/C=C/c1cc(Br)ccc1OC,-1,nt,6,0.4,-1,nt,nt,-6.3,6,-2
O=C(OCc1cn(Cc2ccccc2)nn1)c1ccccc1,3,15,5,-3.8,4,0.4,-2,-1.2,-1,-9
C[N+](C)(C)CC(=O)Nc1ccc(Cl)cc1C(=O)c1ccccc1,-1,-6,1,-0.3,-2,-0.7,-6,0.5,-8,2
COC(=O)C1=C(c2cccc(OCc3ccccc3)c2)C[C@@H]2CC[C@H]1N2C(=O)NCc1ccccc1C(F)(F)F,7,nt,4,-0.4,3,-2.0,-40,-1.9,11,-1
CCOc1cc(C(=O)N/N=C/c2cn(-c3ccccc3)nc2-c2cc3ccccc3o2)cc(OCC)c1OCC,-9,nt,-10,nt,0,nt,nt,-4.7,-4,-10
C#CCOCCOCCOCCNc1nc(N2CCN(C(=O)CCCCCCCCCCNC(=O)[C@H](CCCCN)n3cc(C[C@@H](C)CC)nn3)CC2)nc(N2CCN(C(=O)CCCCCCCCCCNC(=O)[C@@H]([C@H](C)O)n3cc(C)nn3)CC2)n1,0,nt,-41,-1.7,1,-0.7,-28,-18,nt,-89
C#CCOCCOCCOCCNc1nc(N2CCN(C(=O)CCCCCCCCCCNC(=O)[C@@H](CCC(=O)O)n3cc(CCCCCN)nn3)CC2)nc(N2CCN(C(=O)CCCCCCCCCCNC(=O)[C@H]([C@@H](C)CC)n3cc(CCCCCN)nn3)CC2)n1,3,nt,-22,-2.5,4,0.3,-10,-7.0,nt,-32
Cc1cccc(C(=O)OCC(=O)c2ccc(CC(=O)N3CCOCC3)s2)c1C,2,nt,-5,-4.1,-2,nt,-13,0.6,5,2
CCCn1nnnc1SCC(=O)Nc1nnc(CC)s1,11,25,-11,-0.6,3,4.7,-5,0.6,22,2
CCOCCCNC(=O)CN1C(=O)CSc2cc(S(=O)(=O)N3CCCCCC3)ccc21,-4,22,-3,-1.1,-2,-1.9,-2,-2.7,-4,6
O=[N+]([O-])c1cccc(S(=O)(=O)[N-]c2nc3ccccc3nc2-n2cc[n+](Cc3ccccc3)c2)c1,8,17,-8,-1.0,2,-0.4,-2,-1.2,-8,-1
COc1ccc(-c2noc(CNS(=O)(=O)c3ccc(NC(C)=O)cc3)n2)cc1OC,1,-2,-1,-1.6,1,1.8,-9,-1.2,-11,-3
Cc1ccc(-c2nn(-c3ccccc3)cc2/C=N/NC(=O)c2ccncc2)o1,7,38,-4,nt,-1,4.0,-8,-19,10,-10
CCOc1ccccc1OCCCC(=O)Nc1cc(S(=O)(=O)N2CCCCC2)ccc1C,4,nt,-5,-0.4,1,nt,nt,-1.9,-7,6
C[C@@H]1C=C(C(=O)N2CCOCC2)O[C@H](OCc2ccc(CO)cc2)C1,4,18,6,-1.5&-6.6,4,-1.4,-8,0.2,-8,7
O=C(O)Cc1ccc(O)c(F)c1,-1,-3,-13,-3.0,1,-1.0,2,-2.2,4,5
C/C(=N\NC(=O)c1cccc(S(=O)(=O)N2CCCC2)c1)c1ccc(OCC(=O)N(C)C)cc1,6,nt,14,2.5,0,0.5,11,-0.4,-4,-13
COc1cc(/C=N/NC(=O)c2cccnc2)ccc1OC(=O)c1cccc(Br)c1,8,-3,-2,1.5,1,3.4,-49,-3.5,nt,9
O=c1cc(Cl)c(-c2ccccc2)n[nH]1,4,-2,-6,-0.8,-1,2.1,-1,-3.8,14,0
CCN1CCCC1CNC(=O)C1CCCN(S(=O)(=O)c2cccc3nsnc23)C1 (stereo not given),7,14,?,-3.6,1,1.7,1,-3.0,4,6
Cc1cc(NC(=O)CC(C)C)c(=O)n(Cc2c(F)cccc2Cl)c1,13,54*,nt,2.4,3,-0.4,3,-1.2,10,5
CC(Sc1nnc(CC(=O)Nc2ccccc2F)n1C)C(=O)Nc1nccs1 (stereo not given),12,16,9,1.8,-2,3.1,3,-1.7,4,13
Cc1ccccc1-n1nc(-c2cccnc2)cc1C(=O)NN,0,11,6,-0.8,0,-2.8,-1,-4.4,-10,5
CCOc1ccccc1C(=O)Nc1ccc2nc3n(c(=O)c2c1)CCCCC3,-3,6,0,1.2,-5,-2.1,-7,-4.3,16,4
C/C(=C\C(=O)c1ccc(C)cc1)NCc1ccc(F)cc1,22,nt,15,-0.5,0,3.3,-1,-2.0,9,1

# Reprinted from the part before: two compounds, followed by the next part.
SMILES,GDH-TPI inh,DUSP3 inh,BoNT-F LC inh,Mtb BioA inh,FBA Mtb inh,Mtb UGM inh,Rv3671c protease,FadD28 binding,CCHFV vOTU inh,MazF activator
CCOc1ccccc1C(=O)Nc1ccc2nc3n(c(=O)c2c1)CCCCC3,-3,6,0,1.2,-5,-2.1,-7,-4.3,16,4
C/C(=C\C(=O)c1ccc(C)cc1)NCc1ccc(F)cc1,22,nt,15,-0.5,0,3.3,-1,-2.0,9,1
COc1ccc(NC(=O)c2cc(=O)[nH]c3ccccc23)cc1S(=O)(=O)N1CCOCC1,-4,nt,6,-0.4,1,nt,nt,-0.6,9,6
CCN(CC)C(=S)SCc1csc(CC(=O)Nc2ccccc2C)n1,-5,11,10,-0.5,4,1.2,-8,-2.4,7,18
Cc1ccccc1NC(=O)c1nc(S(C)(=O)=O)ncc1Cl,4,9,-4,0.3,-2,0.9,3,-3.0,-10,7
O/N=C/c1cc(Br)ccc1OCc1ccc(F)cc1,6,nt,-2,1.7,7,-0.7,-23,-1.9,19,2
CCCC(=O)Nc1sc2c(c1C(=O)Nc1ccccn1)CCCC2,13,16,4,-1.0,6,-0.4,-1,-2.1,3,5
COc1ccc(/C=N/NC(=O)CCCOc2ccc(Cl)cc2Cl)cc1[N+](=O)[O-],3,12,5,nt,3,-5.3,-1,-1.1,-3,-3
CSc1ccc(S(=O)(=O)NCCOc2ccccc2C)cc1,-6,-1,-10,nt,-1,-2.3,-5,-4.4,6,1
CC(=O)OC1OCCOC1NC(=S)NCc1ccco1 (stereo not given),4,6,-2,-0.9,3,1.1,-2,0.7,-4,7
CCc1ccccc1NC(=O)NNC(=O)c1ccc2ccccc2c1O,3,24,6,-1.6,8,-0.5,12,-5.2,-10,-1
CC(C)NS(=O)(=O)c1cc(C(=O)O)ccc1Cl,0,40,-9,-1.5,-2,-0.2,-3,-0.7,-8,7
O=C(CN1CCN(c2ccccn2)CC1)Nc1ccccc1C(=O)Nc1ccccc1,4,nt,nt,0.4,5,1.8,-3,-0.7,5,1
Cn1c(=O)c2c(nc(SCC(=O)OCc3ccccc3)n2C)n(C)c1=O,5,-11,-1,0.1,1,nt,nt,0.2,-11,6
O=S(Cc1ccccc1)CC(O)(c1ccc(Cl)cc1)c1ccc(Cl)cc1 (stereo not given),0,-7,-4,1.2,3,1.5,13,-0.7,16,-1
CCOC(=O)N1CCN(C(=O)C(=O)NNC(=O)COc2ccc(Cl)c(C)c2)CC1,-3,0,9,-2.0,1,-1.4,-12,-1.7,-3,-5
CCn1ccnc1C(O)c1ccccc1OC (stereo not given),8,3,-1,-1.1,-1,-1.7,-13,-0.2,-6,5
COc1cc2c(cc1NC(=O)CN1CCN(S(=O)(=O)c3ccc(F)cc3)CC1)oc1ccccc12,13,2,-20,-1.2,0,-1.4,2,-0.2,1,-18
CC(=O)c1sc(NC(=O)CCCOc2ccccc2C)nc1C,12,21,-3,nt,2,0.6,-3,-0.8,-6,-8
O=C(CCC(C(=O)c1ccccc1)c1ccccc1)c1ccccc1 (stereo not given),0,nt,-8,-0.7,0,nt,nt,0.6,4,-6
Cc1ccc(S(=O)(=O)Nc2nnc(CC(C)(C)C)s2)cc1,14,-6,-16,-0.7,1,1.6,0,-0.8,4,-20
COc1ccccc1OCCCn1cc(C=O)c2ccccc21,5,18,-7,1.0,0,-1.5,2,-3.7,-4,0
Cc1ccc2c(c1)N(CC(=O)N1CCCC1)C(=O)CO2,-1,19,6,-1.8,-3,-0.6,-10,0.1,15,6
Cc1sc2nc(COC(=O)c3ccc(N4CCCC(C)C4)c([N+](=O)[O-])c3)[nH]c(=O)c2c1C (stereo not given),6,1,-2,nt,-1,0.0,-14,-4.0,0,2
c1csc(-c2nnc(COc3ccc4c(c3)OCO4)o2)c1,-11,13,0,nt,5,0.8,1,-1.7,-11,4
CC(=O)c1c(C)nn(CCC(=O)O)c1C,-4,32,-6,nt,1,-2.1,-5,0.4,-7,4

# Nothing new here: 12 of the compounds above.
SMILES,GDH-TPI inh,DUSP3 inh,BoNT-F LC inh,Mtb BioA inh,FBA Mtb inh,Mtb UGM inh,Rv3671c protease,FadD28 binding,CCHFV vOTU inh,MazF activator
CC(C)NS(=O)(=O)c1cc(C(=O)O)ccc1Cl,0,40,-9,-1.5,-2,-0.2,-3,-0.7,-8,7
O=C(CN1CCN(c2ccccn2)CC1)Nc1ccccc1C(=O)Nc1ccccc1,4,nt,nt,0.4,5,1.8,-3,-0.7,5,1
Cn1c(=O)c2c(nc(SCC(=O)OCc3ccccc3)n2C)n(C)c1=O,5,-11,-1,0.1,1,nt,nt,0.2,-11,6
O=S(Cc1ccccc1)CC(O)(c1ccc(Cl)cc1)c1ccc(Cl)cc1 (stereo not given),0,-7,-4,1.2,3,1.5,13,-0.7,16,-1
CCOC(=O)N1CCN(C(=O)C(=O)NNC(=O)COc2ccc(Cl)c(C)c2)CC1,-3,0,9,-2.0,1,-1.4,-12,-1.7,-3,-5
CCn1ccnc1C(O)c1ccccc1OC (stereo not given),8,3,-1,-1.1,-1,-1.7,-13,-0.2,-6,5
COc1cc2c(cc1NC(=O)CN1CCN(S(=O)(=O)c3ccc(F)cc3)CC1)oc1ccccc12,13,2,-20,-1.2,0,-1.4,2,-0.2,1,-18
CC(=O)c1sc(NC(=O)CCCOc2ccccc2C)nc1C,12,21,-3,nt,2,0.6,-3,-0.8,-6,-8
O=C(CCC(C(=O)c1ccccc1)c1ccccc1)c1ccccc1 (stereo not given),0,nt,-8,-0.7,0,nt,nt,0.6,4,-6
Cc1ccc(S(=O)(=O)Nc2nnc(CC(C)(C)C)s2)cc1,14,-6,-16,-0.7,1,1.6,0,-0.8,4,-20
COc1ccccc1OCCCn1cc(C=O)c2ccccc21,5,18,-7,1.0,0,-1.5,2,-3.7,-4,0
Cc1ccc2c(c1)N(CC(=O)N1CCCC1)C(=O)CO2,-1,19,6,-1.8,-3,-0.6,-10,0.1,15,6
